Screens (PubChem BioAssay)
H37Rv inhibition: M. tuberculosis growth inhibition, HTS (AID 449762); one-dose inhibition, % at 25 µM; IC50 in µM for titrated hits; M. tuberculosis H37Rv growth inhibition, 7H9 media; higher % means a stronger effect; actives 0.59% (n = 330,000); in the data active = a potency from the dose series; inconclusive = inhibition above about 70% without an active follow-up result;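 also: bacterial growth assessed after seven days of incubation; strong numbers were not always called active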
M. tuberculosis: growth inhibition of non-replicating M. tuberculosis (AID 488890) | Mycobacterium tuberculosis non-replicating, growth inhibition; higher % means a stronger effect | inhibition, % at 25 µM, or IC50 in µM where a hit was titrated | actives 0.39% (n = 320,000); in the data active = a potency from the dose series; inconclusive = inhibition mostly from about 82% at the one dose, without a potency; inactive = the rest, 99 in 100 with inhibition below about 76%;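 also: plate controls were DMSO cells for no effect and high antibiotic wells for full effect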
H1N1 NS1A inhibition: H1N1 influenza NS1A inhibitors, functional cell based assay (AID 504329). NS1A functional cell-based assay, percent inhibition; higher % means a stronger effect. inhibition, % at 12.5 µM, or IC50 in µM where a hit was titrated. actives 0.3% (n = 340,000); in the data active = a potency from the dose series; inconclusive = inhibition above about 27% without an active follow-up result; also: strong numbers were not always called active
PhoP GFP inhibition: PhoP regulon inhibitors, Salmonella typhi PhoP promoter GFP reporter, confirmatory (AID 1850). inhibition, % at 50 µM; hits with a dose series show IC50 in µM. Salmonella Typhi PhoP-promoter GFP reporter, fluorescence, 4 h; higher % means a stronger effect. actives 0.33% (n = 310,000); in the data active = a potency from the dose series; inconclusive = inhibition mostly from about 25% at the one dose, without a potency; inactive = the rest, 99 in 100 with inhibition below about 19%;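 also: 0% = induced wells with vehicle and 100% = uninduced wells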
VEEV TC-83 Vero: inhibitors of VEEV TC-83 cytopathic effect, confirmation, Vero cells (AID 588727); inhibition, % at 20 µM, or IC50 in µM where a hit was titrated; actives 0.13% (n = 350,000); Vero cells, VEEV TC-83 cytopathic effect inhibition; higher % means a stronger effect; in the data active = a potency from the dose series; inconclusive = inhibition mostly from about 14% at the one dose, without a potency; inactive = the rest, 99 in 100 with inhibition below about 12%; also: strong numbers were not always called active
VEEV TC-83 Vero 10K pilot screen: also measured in VEEV TC-83 Vero; calls as there; inhibition, %; measured here: 10K pilot screen inhibition
The depositor's hits bear a star; i = inactive; u = inconclusive; x = not tested or not shown.

SMILES | H37Rv inhibition | M. tuberculosis | H1N1 NS1A inhibition | PhoP GFP inhibition | VEEV TC-83 Vero | others
COc1ccc(-c2cc(C(N)=O)nc(N3CCCCCC3)n2)cc1 | 42% | 16% | -9% | 1% | i | VEEV TC-83 Vero 10K pilot screen=1.7
O=C(NCCc1ccccc1)c1cccs1 | -11% | 6% | 7% | -5% | 1.9%
CCC(C)C(NC(=O)C1CCC(C)CC1)C(=O)NCCCN1CCCCC1CC (stereo not drawn) | -5% | 9% | 20% | 17% | 3.1%
CCN(CC)CCCNC(=O)Cc1c(C(=O)O)n(C)c2ccccc12 | -13% | 14% | -5% | -9% | 3.2%
CSc1ccccc1C(=O)N(C)Cc1ccccc1 | 3% | 8% | -14% | 1% | 0.9%
CC1Cc2nc(SCC(=O)N3CCN(c4ccccc4)CC3)n(C)c(=O)c2S1 (stereo not drawn) | 0% | 26% | 3% | -1% | 8.2%
COc1ccc(/C=C2\SC(=S)N(CCC(=O)N3CCCCC3CCO)C2=O)cc1 (stereo not drawn) | 18% | 38% | -15% | -27% | 6.2%
COc1cccc(NC(=O)CN(C)C(=O)Cc2ccc(Cl)cc2Cl)c1 | -5% | 11% | 9% | 11% | i
COc1cc(NC(=O)c2cc(C)on2)cc(OC)c1OC | -5% | -12% | -10% | -5% | 1.7%
COC(=O)c1ccc(/C=N/NC(=O)C(=O)NCC2CCCO2)cc1 (stereo not drawn) | -1% | 19% | -4% | -23% | 1.0%
O=c1[nH]c(CN2CCc3ccccc32)nc2scc(-c3cccs3)c12 | -6% | 6% | 5% | 10% | 2.2% | VEEV TC-83 Vero 10K pilot screen=5.5
CCCOc1nc(C)cc(COC)c1C(N)=O | 2% | -10% | 8% | 8% | 0.8%
Cc1cc(N2CCCCC2)nc(N2CCCCC2)n1 | -11% | -12% | 0% | 14% | 0.3%
C=CCN1C(=O)C(O)=C(C(C)=O)C1c1ccccc1F (stereo not drawn) | 5% | -1% | -4% | 9% | 1.4%
COc1ccccc1-n1c(C)nc2cc(C(=O)NCc3ccc4c(c3)OCO4)ccc21 | -7% | 7% | -3% | -11% | 1.0%
CC(C)c1ccc(NC(=O)COC(=O)CCC(=O)c2cccs2)cc1 | -2% | 71% | -6% | -5% | 1.2%
O=C(Nc1ccc(CN2CCCCC2)cc1)c1cc(Br)ccc1Cl | -6% | 4% | x | -3% | 0.3%
Cc1nn(C)c(Cl)c1NC(=O)OCc1ccc(Cl)cc1Cl | -10% | 11% | -10% | 18% | i
CCC(C)NC(=S)N1CCN(Cc2ccccc2)CC1 (stereo not drawn) | -5% | -1% | 0% | 0% | 1.6% | VEEV TC-83 Vero 10K pilot screen=0.5
CC(=O)Oc1ccc(N(C(C)=O)S(=O)(=O)c2ccc(Cl)cc2)c2ccccc12 | 11% | u | -6% | 1% | 0.1%

Arranged by molecular weight (high to low): 5 of the compounds above.
SMILES | H37Rv inhibition | M. tuberculosis | H1N1 NS1A inhibition | PhoP GFP inhibition | VEEV TC-83 Vero | others
CC(=O)Oc1ccc(N(C(C)=O)S(=O)(=O)c2ccc(Cl)cc2)c2ccccc12 | 11% | u | -6% | 1% | 0.1%
O=C(Nc1ccc(CN2CCCCC2)cc1)c1cc(Br)ccc1Cl | -6% | 4% | x | -3% | 0.3%
CC(C)c1ccc(NC(=O)COC(=O)CCC(=O)c2cccs2)cc1 | -2% | 71% | -6% | -5% | 1.2%
CCC(C)NC(=S)N1CCN(Cc2ccccc2)CC1 (stereo not drawn) | -5% | -1% | 0% | 0% | 1.6% | VEEV TC-83 Vero 10K pilot screen=0.5
Cc1cc(N2CCCCC2)nc(N2CCCCC2)n1 | -11% | -12% | 0% | 14% | 0.3%

Additional compounds follow:
SMILES | H37Rv inhibition | M. tuberculosis | H1N1 NS1A inhibition | PhoP GFP inhibition | VEEV TC-83 Vero | others
CC(C)CC(NC(N)=O)C(=O)NCc1ccccc1Cl (stereo not drawn) | -3% | 18% | 4% | 10% | i
COC(=O)c1ccc(C)c(NS(=O)(=O)c2cn(C)nc2C)c1 | -16% | -8% | -2% | -2% | i
Cc1cc(C)n(-c2nc3sc4c(c3c3nnc(SC(C)C)n23)CC(C)(C)OC4)n1 | 3% | 69% | 2% | 1% | i | VEEV TC-83 Vero 10K pilot screen=0.9
Cc1cc(C)cc(NC(=O)N2CCCN(Cc3c(F)cccc3Cl)CC2)c1 | 4% | 18% | 2% | -7% | 3.4%
Cc1cc(=O)c(C(=O)O)nn1-c1cccc(C(F)(F)F)c1 | 0% | -13% | -17% | 3% | 2.4%
CC(C)[C@H](NS(=O)(=O)c1ccc2c(c1)OCCO2)C(=O)OCC(=O)Nc1cccc(Cl)c1Cl | 6% | 38% | 0% | -7% | 4.4%
O=C(C1=C(O)C(=O)N(Cc2ccco2)C1c1ccccc1F)c1cccs1 (stereo not drawn) | 13% | 38% | 5% | -3% | 0.2%
COc1cccc(NC(=O)NC2CCN(Cc3nnnn3Cc3ccc(F)cc3)CC2)c1 | -35% | 4% | 16% | -8% | i
C#CCOCCOCCOCCNc1nc(N2CCN(C(=O)[C@H](C(C)C)n3cc(CCO)nn3)CC2)nc(N2CCN(C(=O)[C@H]([C@@H](C)CC)n3cc(CCCCN)nn3)CC2)n1 | -1% | -7% | -7% | 0% | 0.0%
COC(=O)c1[nH]c2cccc(OC)c2c1NC(=O)CN1CCC(C(N)=O)(N2CCCCC2)CC1 | -7% | -11% | -14% | -9% | i
Cc1ccc(C(=O)Nc2cccc(C(F)(F)F)c2)cc1NC(=O)c1c[nH]c2cc(C(F)(F)F)ccc2c1=O | -1% | -28% | -5% | x | 0.7%
COc1ccc(CN2CCC(n3nccc3NC(=O)C3CC3)CC2)c(OC)c1OC | -4% | x | -14% | 0% | i
O=C(O)CCC(=O)Nc1ccc(-c2nnc(-c3ccco3)o2)cc1 | -4% | x | -1% | -4% | 1.4%
Cc1cc(C(=O)COC(=O)/C=C/c2cccc(Br)c2)c(C)n1C | x | x | -12% | x | 1.2%
CC1Cc2cc(S(=O)(=O)N3CCC(C(N)=O)CC3)ccc2N1C(=O)C1CC1 (stereo not drawn) | 6% | 6% | -4% | -11% | 0.4%
NC(=O)c1ccc(C(F)(F)F)n(Cc2ccccc2Cl)c1=O | 3% | -3% | 2% | -4% | 4.9%
C=C(C)CSc1nc2ccccc2c(=O)n1-c1c(C)n(C)n(-c2ccccc2)c1=O | -6% | 15% | -3% | 3% | 1.7%
Cc1cc(OCC(=O)Nc2ccccn2)c2c(C)c(C)c(=O)oc2c1 | -1% | -12% | 2% | 1% | 0.7%
C=C(C)COc1ccc(-c2[nH]ncc2-c2ccccc2OC)c(O)c1 | 4% | 15% | 1% | -5% | i
O=C(c1coc2ccccc2c1=O)N1CCN(c2cccc(C(F)(F)F)c2)CC1 | 1% | 45% | -1% | 17% | 5.3%

The final 2 records of the section before are carried over, then new ones follow:
SMILES | H37Rv inhibition | M. tuberculosis | H1N1 NS1A inhibition | PhoP GFP inhibition | VEEV TC-83 Vero | others
C=C(C)COc1ccc(-c2[nH]ncc2-c2ccccc2OC)c(O)c1 | 4% | 15% | 1% | -5% | i
O=C(c1coc2ccccc2c1=O)N1CCN(c2cccc(C(F)(F)F)c2)CC1 | 1% | 45% | -1% | 17% | 5.3%
CCCN(CCC)S(=O)(=O)c1ccc(C(=O)NNC(=O)c2cc(OC)c(OC)c(OC)c2)cc1 | -5% | 4% | -13% | 1% | i
CCOC(=O)CNC(=S)N(Cc1ccccc1)Cc1cccnc1 | -5% | -10% | -5% | -12% | 0.2%
Nc1cc(C(=O)OCC(=O)NNC(=O)c2ccccc2F)ccc1Cl | 26% | 3% | 6% | x | i
CC(=O)N1CCCc2ccc(NS(=O)(=O)c3ccccc3)cc21 | -3% | 20% | 13% | -1% | 0.8%
CCCC(NC(=O)c1ccco1)c1nc2ccccc2[nH]1 (stereo not drawn) | 8% | 1% | 2% | -2% | 0.6%
O=C1CCC(NC(=O)c2ccccc2)C(=O)N1 (stereo not drawn) | 0% | 1% | -1% | -8% | 0.2%
OCCN(CCO)CC(O)CN(c1ccccc1)c1ccccc1 (stereo not drawn) | 6% | 2% | 12% | 9% | 1.3%
O=C(Nc1ccccc1)Nc1ccc(Oc2ncnc3cc(Cl)ccc23)nc1 | -8% | -13% | x | 4% | x
O=C(c1ccccc1)C1CCN(CC(=O)N2CCN(c3ccccc3)CC2)CC1 | 6% | 23% | 4% | -4% | 1.9%
Nc1nc(Sc2ccc([N+](=O)[O-])c3nonc23)c2[nH]cnc2n1 | x | x | 8% | x | 1.6%
CCn1c(CNc2ccc(F)cc2)nnc1SCC#N | 1% | -8% | 1% | -8% | i
CCSc1nnc(NC(=O)COc2ccc(Cl)cc2)s1 | 4% | 43% | -6% | 5% | 1.4%
O=C(c1cnn(Cc2ccccc2)c1)N1CCN(S(=O)(=O)/C=C/c2ccccc2)CC1 | 6% | 30% | 2% | x | 8.7%
O=C(COC(=O)c1cccnc1Cl)NC1CCCCCC1 | 5% | 0% | 2% | x | i
CCN(CC)C1=N/C(=C\c2ccc(OC)cc2)C(=O)N1c1ccccc1 | -6% | 28% | -31% | 4% | u
C=CCNc1cc(C)oc(=O)c1C(=O)CCC | 8% | 1% | -2% | -18% | i
COc1ccc(CCNC(=O)CN(C)S(=O)(=O)c2ccc(Br)s2)cc1OC | 3% | 6% | 17% | -2% | 0.1%
Cc1cc(N(C)/N=C/c2ccccc2O)nc(-c2ccccc2O)n1 | -2% | -6% | -23% | -7% | 3.1%
Cn1ccnc1SCC(=O)c1ccc([N+](=O)[O-])cc1 | -7% | 3% | 2% | 1% | 1.9%
COc1ccc(NC(=O)CSc2ccc3ccccc3c2)cc1S(=O)(=O)N1CCCCC1 | -2% | 18% | -4% | -3% | 6.2%
Cc1cc(C(F)F)n2nc(C(=O)O)nc2n1 | -8% | -13% | -9% | 5% | 7.2%
Cc1nnc(SCCN2C(=O)c3ccccc3C2=O)[nH]c1=O | 3% | -3% | -6% | -6% | i
NS(=O)(=O)c1ccc(CCNC(=O)C2(S(=O)(=O)c3ccc(Cl)cc3)CC2)cc1 | 8% | 1% | -11% | 10% | i
Cc1ccc(/C=N/N(Cc2ccccc2)c2ccccc2)o1 | 5% | 54% | 4% | 1% | 0.2%
O=C(NCCN1CCN(c2ccccc2F)CC1)C1CCCN(S(=O)(=O)c2cnc[nH]2)C1 (stereo not drawn) | -5% | x | 3% | 8% | 0.2%
O=C(NCCN1CCOCC1)c1cnn2c1NC(c1cccs1)CC2C(F)(F)F (stereo not drawn) | -7% | -13% | x | 15% | 1.8%
Cc1ccc(N2CCN(C(=S)c3ccc(N(C)C)cc3)CC2)cc1 | -7% | 41% | 17% | -15% | i
COc1ccccc1Nc1nc2ccccc2n1C | -7% | x | -5% | 11% | 0.6%
Cc1ccc(C(=O)O)cc1NC(=S)NC(=O)c1ccc([N+](=O)[O-])c(C)c1 | -1% | -2% | -20% | -21% | 2.5%
COC(=O)C(C(=O)OC)C(C[N+](=O)[O-])c1ccc(O)c(OC)c1 (stereo not drawn) | 3% | -9% | -5% | -2% | 3.1%
CC(C)c1cccc(C(C)C)c1NC(=O)CN1C(=O)NC2(CCCCCCC2)C1=O | -6% | 2% | 0% | x | 0.5%
COc1ccc(NC(=O)C2CCN(S(=O)(=O)c3cccc4nonc34)CC2)c(OC)c1 | 5% | -10% | 1% | 8% | 0.1%
Cc1nonc1C(=O)N/N=C/c1ccc(O)cc1 | 4% | 4% | -7% | -1% | 0.3%
COc1ccc(-c2cc(C(=O)N3CCN(c4ccccc4)CC3)c3ccccc3n2)cc1OC | 50% | 9% | -4% | 5% | 5.6%
COC(=O)Cc1coc2cc(OC)ccc12 | -11% | 10% | -6% | x | 1.8%
Cc1cc(NC(=O)CCC(=O)N(c2ccccc2)C(C(=O)NC2CCCC2)c2ccc(F)cc2)no1 (stereo not drawn) | 3% | 4% | 0% | -3% | 3.0%
O=C(Cn1c(CO)nc2ccccc21)Nc1cc(C(F)(F)F)ccc1N1CCOCC1 | 0% | 13% | -1% | -7% | 6.2%
C=Cn1cc[n+](CC(=O)c2ccc(Br)s2)c1 | -2% | 3% | -4% | 0% | 0.0%
CCc1ccc(NC(=O)N2CCN(C(=O)C3CCCO3)CC2)cc1 (stereo not drawn) | -15% | 1% | 0% | -5% | 2.1%
C[C@H](CO)N1C[C@H](C)[C@@H](CN(C)S(=O)(=O)c2ccccc2)Oc2ccc(NC(=O)C3CC3)cc2C1=O | -8% | x | 0% | x | 0.4%
